Screening data as filed in PubChem.
GPR55 antagonists: inhibition of LPI-stimulated GPR55 beta-arrestin translocation – imaging, U2OS, beta-arrestin-GFP, LPI agonist, primary screen (AID 2013); U2OS GPR55 beta-arrestin-GFP translocation imaging, LPI antagonism; higher % means a stronger effect; inhibition, % at 10 µM, or IC50 in µM where a hit was titrated; hit rate 0.13% among 290,000;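 active = spots per cell inhibited over 60%, with over 100 cells counted and total cytoplasm intensity under 500,000; inconclusive = wells with under 100 cells, flagged as likely toxic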;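 also: U2OS cells stably carrying GPR55 and arrestin-GFP stimulated by 5 µM LPI near EC80; imaged beta-arrestin-GFP aggregate spots per cell after agonist stimulation; plate controls were LPI-stimulated DMSO wells for no effect and DMSO wells without LPI for full effect; some results filed as inactive read as strong as hits; confirmed hits need IC50 under 10 µM and bright autofluorescent wells are also inconclusive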
KOR beta-arrestin-1: kappa opioid receptor activators – cell-based, luminescence, uHTS, primary screen (AID 1777) | KOR beta-arrestin recruitment, luminescence; higher % means a stronger effect | activation, % at 10 µM; hits with a dose series show EC50 in µM | hit rate 0.02% among 280,000; in the data active = activation above about 50%, passing the limit was not always enough; also: a part of the inactive calls stands beside numbers as strong as those of hits
GPR55 beta-arrestin: GPR55 agonists via beta-arrestin recruitment, primary screen, imaging, U2OS cells, beta-arrestin-GFP redistribution (AID 1961); hit rate 0.048% among 290,000; U2OS GPR55 beta-arrestin-GFP redistribution imaging; higher % means a stronger effect; one-dose activation, % at 10 µM; EC50 in µM for titrated hits;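 active = activation above 40% with more than 50 cells counted in the well; inconclusive = wells holding fewer than 50 cells, flagged as toxic or sparse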;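 also: U2OS osteosarcoma cells stably expressing GPR55 and beta-arrestin-GFP; plate controls were DMSO negative control for no effect and LPI positive control for full effect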
NOD1 inhibition: NOD1 signaling inhibitors, primary screen, cell-based, luminescence, uHTS (AID 1578) | NOD1-driven NF-kB luciferase reporter cells, luminescence; higher % means a stronger effect | inhibition, % at 4 µM; hits with a dose series show EC50 in µM | hit rate 1% among 290,000; in the data active = inhibition mostly above about 36%, no sharp cut-off; inactive = mostly below about 34%;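 also: HEK-293T reporter cells stimulated with the NOD1 agonist gamma-tri-DAP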
HEK293 NOD2/NF-kB: inhibition of NOD2-driven NF-kB reporter – cell-based, luminescence, uHTS, HEK293 (AID 1566) | HEK293 NOD2/NF-kB luciferase reporter, luminescence; higher % means a stronger effect | one-dose inhibition, % at 4 µM; EC50 in µM for titrated hits | hit rate 0.63% among 290,000; also: many of its hits are not listed in these tables
HIV fusion peptide: inhibitors of HIV fusion peptide binding, primary screen, biochemical, uHTS, fluorescence dequenching (AID 1986). hit rate 0.3% among 290,000. cell-free peptide binding, fluorescence dequenching, 30 min; higher % means a stronger effect. one-dose inhibition, % at 20 µM; IC50 in µM for titrated hits; in the data active = inhibition mostly above about 52%, no sharp cut-off; inactive = mostly below about 76%; also: some results filed as inactive read as strong as hits
SV40 large T antigen: SV40 large T antigen inhibitors, biochemical (AID 1903); inhibition, % at 20 µM; hits with a dose series show IC50 in µM; hit rate 0.39% among 310,000; SV40 large T antigen ATPase/helicase inhibition assay; higher % means a stronger effect; in the data active = a potency from the dose series; inconclusive = inhibition mostly from about 32% at the one dose, without a potency; inactive = the rest, 99 in 100 with inhibition below about 32%; also: strong numbers were not always called active
KOR beta-arrestin-2: kappa opioid receptor blockers – cell-based, luminescence, uHTS (AID 1778); KOR beta-arrestin recruitment, luminescence, antagonist mode; higher % means a stronger effect; one-dose inhibition, % at 10 µM; IC50 in µM for titrated hits; hit rate 0.091% among 290,000; also: strong numbers were not always called active
Rac1 GTP hydrolysis: MgcRacGAP GTPase-activating activity inhibitors, confirmation, biochemical, ADP Hunter fluorescence | MgcRacGAP-stimulated Rac1 GTP hydrolysis, ADP Hunter fluorescence; higher % means a stronger effect; GST-tagged Rac1 F28L mutant substrate | inhibition, % at 30 µM, or IC50 in µM where a hit was titrated | hit rate 0.6% among 340,000 | AID 624330;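 active = first-screen hits whose inhibition reached a set limit at any dose in the follow-up dose series; inconclusive = inhibition above the set first-screen limit but never retested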;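 also: fluorescence reports GDP produced by GAP-driven GTP hydrolysis; strong numbers were not always called active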
An asterisk follows results filed as active; ? = inconclusive; . = not tested or not shown; [ ] = remark or other dose. Rule as the data show it, unless noted: active = inhibition above about 50%; inactive = the rest.

Every second line gives: GPR55 antagonists	KOR beta-arrestin-1	GPR55 beta-arrestin	NOD1 inhibition	HEK293 NOD2/NF-kB	HIV fusion peptide	SV40 large T antigen	KOR beta-arrestin-2	Rac1 GTP hydrolysis
- COc1ccc(C(C)NS(=O)(=O)Cc2ccccc2)cc1 (configuration not stated)
    6%	-3.7%	-0.1%	-19%	-7%	0.5%	7%	25%	-7%
- O=C(N=Nc1c(O)[nH]c2ccccc12)c1cccc(S(=O)(=O)Nc2ccccc2Cl)c1
    -11%	-3.0%	0.2%	46%	-8%	-5.0%	8%	-111%[20 µM]	0%
- CCOc1cccc(C(=O)Nc2ccccc2N2CCN(C(=O)C(C)C)CC2)c1
    4%	-8.1%	-0.1%	-14%	-11%	-2.8%	5%	-29%	3%
- Nc1c(C=C2C=CC(=O)C=C2)c(=O)nc2sc(CC(=O)N3CCCC3)nn12
    13%	0.7%	0.2%	-26%	1%	0.0%	18%	-14%	12%
- Cc1cc(C)n(-c2nc3ccccc3n3c(C)nnc23)n1
    3%	-3.0%	-0.4%	-16%	-2%	-3.8%	1%	-29%	4%
- Cn1c(SCC(=O)c2cc(Cl)c(Cl)s2)nnc1-c1ccco1
    6%	-0.6%	-0.2%	-2%	4%	48%	36%	-2%	.
- Cc1ccc(N(C(=O)c2ccc(S(=O)(=O)N3CCCC3)cc2)C2C=CS(=O)(=O)C2)cc1 (configuration not stated)
    7%	-1.3%	-0.1%	0%	3%	1.6%	4%	29%	13%
- CN(CC(=O)NC1CCCCCCC1)S(=O)(=O)c1cnc[nH]1
    5%	7.3%	0.9%	-26%	1%	-1.2%	9%	-5%	4%
- CCCCNc1nc(C)c(C(C)=O)cc1C#N
    8%	-4.8%	-0.1%	-30%	-6%	1.6%	-3%	11%	3%
- O=C(NCC1CCCO1)C1CCN(C(=O)c2ccc(Cl)cc2)CC1 (configuration not stated)
    1%	-5.0%	-0.1%	4%	15%	-0.4%	2%	13%	9%
- O=C(Cn1cnc([N+](=O)[O-])n1)c1ccc(O)c(O)c1
    0%	-1.0%	-0.3%	-14%	-17%	14%	35%	0%	15%
- O=C(COc1cccc2ccccc12)NNC(=O)c1cnccn1
    -7%	7.4%	-0.3%	-35%	11%	-0.2%	8%	-14%	3%
- O=C1COc2ccc(S(=O)(=O)CCC(=O)N3CCN(c4cccc(C(F)(F)F)c4)CC3)cc2N1
    23%	3.9%	0.3%	11%	22%	1.6%	9%	-20%	9%
- CCCn1c(N)c(N(CCOC)C(=O)c2ccc(F)cc2F)c(=O)[nH]c1=O
    13%	9.0%	0.5%	6%	-22%	-1.4%	-2%	-17%	0%
- COc1ccc(/C=C2\Oc3cc(OCC(=O)N4CCC[C@H]4C(=O)O)ccc3C2=O)c(OC)c1OC
    12%	-5.4%	-0.1%	-18%	-1%	1.1%	.	-12%[20 µM]	11%
- COc1ccc(C2=C(SC)CC2=NC(C)(C)C)cc1
    3%	-1.3%	0.4%	-18%	6%	-0.5%	7%	16%	9%
- O=C1c2ccccc2C(=O)N1CCC(c1ccccc1)c1ccco1 (configuration not stated)
    19%	-1.3%	0.6%	2%	-1%	1.3%	0%	21%	9%
- COc1cc(C(=O)Nc2ccc3c(c2)C(=O)N(CCC(=O)O)C3=O)cc(OC)c1OC
    -3%	-3.7%	-0.4%	-7%	12%	0.3%	2%	1%	9%
- COCc1c(C(=O)N/N=C/c2ccncc2)nnn1-c1nonc1N
    11%	-1.9%	-0.1%	8%	26%	1.1%	2%	13%	5%
- CNS(=O)(=O)c1cccc(C(=O)OCC(=O)N2CC(C)OC(C)C2)c1 (configuration not stated)
    -2%	-0.3%	-0.2%	-51%	-2%	-0.2%	1%	1%	6%
- N#CCC(=O)N/N=C/c1ccc(SCC(=O)Nc2ccccc2)o1
    -8%	-2.3%	0.2%	-6%	14%	7.0%	10%	-3%	5%
- COc1ccc(S(=O)(=O)N=C2C=C(C)C(=O)C(C)=C2)cc1
    9%	-1.2%	-0.1%	-3%	4%	7.0%	9%	-2%	3%
- COc1ccc(C(=O)Nc2cccc(S(C)(=O)=O)c2)cc1
    3%	-3.4%	-0.1%	-32%	-10%	-1.2%	-1%	-10%	5%
- O=C1C2CCCCC2C(=O)N1c1ccc(NC2CCCCC2)c([N+](=O)[O-])c1 (configuration not stated)
    3%	6.8%	0.2%	-3%	21%	-3.2%	7%	37%	2%
- O=C(NCc1cccnc1)C1CCC(CNS(=O)(=O)c2ccc(Cl)cc2)CC1 (configuration not stated)
    3%	-2.1%	0.3%	-29%	13%	-0.8%	0%	1%	-3%
- COc1ccc(Nc2nc3ccccc3c(=O)s2)c(OC)c1
    1%	1.3%	-0.3%	20%	9%	-0.3%	-6%	-1%	7%
- C=CCn1c(-c2cccc3ccccc23)n[nH]c1=S
    -10%	-3.8%	-0.2%	-6%	0%	0.4%	4%	-15%	7%
- CCCCOc1ccc(C(O)(CC)CCN2CCOCC2)cc1 (configuration not stated)
    19%	-1.1%	-0.2%	-21%	1%	0.1%	3%	-37%	3%
- CCc1ccc2[nH]c(C(=O)Nc3ccc(F)cc3Br)cc2c1
    7%	0.5%	-0.1%	1%	3%	3.9%	5%	8%	13%
- COCCNC(=O)CCc1c(C)nc2nc(-c3cc(OC)cc(OC)c3)nn2c1C
    -2%	3.1%	-0.4%	13%	-8%	-1.0%	5%	-18%	10%

Later entries.
Every second line gives: GPR55 antagonists	KOR beta-arrestin-1	GPR55 beta-arrestin	NOD1 inhibition	HEK293 NOD2/NF-kB	HIV fusion peptide	SV40 large T antigen	KOR beta-arrestin-2	Rac1 GTP hydrolysis
- COc1ccc(NC(=O)n2ncc3cc(Cl)ccc32)cc1OC
    7%	-3.8%	0.0%	4%	-68%	-3.9%	3%	9%	230µM*
- O=C(O)c1ccc(CSc2nnc(-c3ccncc3)n2-c2ccc(Cl)cc2)cc1
    1%	-7.0%	0.4%	-25%	1%	1.0%	11%	9%	6%
- O=S(=O)(c1cc(F)ccc1F)N1CCN(c2ccccn2)CC1
    -10%	4.5%	-0.1%	-36%	4%	1.9%	23%	-18%	5%
- CC(=O)c1cccc(NC(=O)C2C3C=CC(C3)C2C(=O)O)c1 (configuration not stated)
    7%	-2.3%	0.0%	-27%	19%	-0.8%	25%	-2%[20 µM]	-4%
- CCc1ccc(OCCSc2nc3ccccc3n2CC(=O)O)cc1
    1%	2.4%	-0.2%	4%	-5%	3.2%	-1%	-37%	8%
- COC(=O)c1ccccc1NC(=O)Nc1nnc(N2CCC(C)CC2)s1
    13%	2.5%	-0.2%	-12%	-3%	0.0%	9%	-19%	11%
- CCCNC(=O)OC[C@H]1O[C@H](CCO/N=C/[C@@H](OC)[C@H](C)/C=C/CC(=O)OC)C=C[C@@H]1Oc1ccc(OC)cc1
    2%	-1.3%	-0.3%	-28%	14%	0.2%	16%	-15%	.
- COc1ccc(CCNC(=O)c2cc(-c3ccc(C)c(C)c3O)n[nH]2)cc1OC
    19%	-0.7%	0.3%	30%	18%	-2.5%	2%	-3%	5%
- CN1CCc2c(sc3ncn4nc(-c5ccccc5O)nc4c23)C1
    -1%	0.0%	0.3%	-34%	1%	-1.8%	-4%	-15%	.
- Cc1cc(C)c(OCCOCCN2CCN(C)CC2)c(Cl)c1
    9%	10%	-0.2%	-9%	-13%	-0.1%	1%	-14%[20 µM]	23%
- c1coc(-c2nnc(-c3ccco3)nn2)c1
    -1%	0.2%	0.5%	20%	12%	53%	64%	-17%	?
- O=C(Cn1cnc2c(nnn2-c2cccc(Cl)c2)c1=O)N1CCCC1
    7%	2.6%	0.2%	-2%	0%	0.6%	3%	-50%	2%
- CC(NC(=O)c1ccccc1)C(=O)N/N=C/c1ccc(O)cc1 (configuration not stated)
    7%	-1.9%	-0.4%	-14%	0%	-1.7%	32%	10%	27%
- COc1ccc(N(CC(=O)NCc2ccc(C)cc2)S(=O)(=O)c2c(C)[nH]c(=O)[nH]c2=O)cc1
    -7%	-3.1%	0.2%	18%	12%	1.1%	4%	-12%	0%
- COC(=O)Nc1nn(-c2ccc(C)cc2)c(=O)c(C#N)c1C
    2%	-1.4%	0.7%	-13%	6%	-2.0%	7%	6%	2%
- COc1cccc(N2C(=O)CC(N3CCc4ccccc4C3)C2=O)c1 (configuration not stated)
    12%	1.5%	-0.1%	-3%	2%	0.2%	10%	21%	6%
- Cc1cccc(C(=O)N/N=C2/SCC(=O)N2Cc2ccccc2)c1
    6%	-4.5%	0.2%	-32%	0%	0.5%	16%	14%[20 µM]	12%
- COc1ccc2c3c(cccc13)OCC2=O
    -1%	14%	0.3%	-10%	3%	1.2%	20%	14%	9%
- CCOC(=O)c1ccccc1NC(=O)CSc1nnc(COc2ccccc2C)n1C
    3%	1.0%	-0.1%	-26%	-14%	0.3%	4%	28%	6%
- CSCCOC(=O)COc1ccc(/C=N/NC(=O)c2c(Cl)cnn2C)cc1
    -26%	2.5%	-0.2%	-15%	6%	1.0%	10%	30%	13%
- Fc1ccc(NC(=S)Nc2cccnc2)cc1
    0%	-1.3%	-0.1%	-8%	6%	-1.7%	7%	-35%[20 µM]	3%
- Cc1sc2ncn(CC(=O)NCCCC(=O)N3CCN(c4ccccc4)CC3)c(=O)c2c1C
    15%	3.8%	-0.2%	-21%	1%	-4.4%	17%	-5%	4%
- CCc1ccc(NC(=O)c2noc3c2CCC3)cc1
    3%	-2.0%	-0.1%	3%	-142%	-0.5%	10%	6%	3%
- ClC1(Cl)CC1CSc1nc2ccccc2[nH]1 (configuration not stated)
    1%	-1.3%	0.1%	-55%	-28%	0.8%	4%	10%	1%

Two compounds drawn at random from those above:
Every second line gives: GPR55 antagonists	KOR beta-arrestin-1	GPR55 beta-arrestin	NOD1 inhibition	HEK293 NOD2/NF-kB	HIV fusion peptide	SV40 large T antigen	KOR beta-arrestin-2	Rac1 GTP hydrolysis
- CCc1ccc(NC(=O)c2noc3c2CCC3)cc1
    3%	-2.0%	-0.1%	3%	-142%	-0.5%	10%	6%	3%
- CC(NC(=O)c1ccccc1)C(=O)N/N=C/c1ccc(O)cc1 (configuration not stated)
    7%	-1.9%	-0.4%	-14%	0%	-1.7%	32%	10%	27%

Structures listed so far that contain two or more sulfur atoms, in the order listed:
Every second line gives: GPR55 antagonists	KOR beta-arrestin-1	GPR55 beta-arrestin	NOD1 inhibition	HEK293 NOD2/NF-kB	HIV fusion peptide	SV40 large T antigen	KOR beta-arrestin-2	Rac1 GTP hydrolysis
- Cn1c(SCC(=O)c2cc(Cl)c(Cl)s2)nnc1-c1ccco1
    6%	-0.6%	-0.2%	-2%	4%	48%	36%	-2%	.
- Cc1ccc(N(C(=O)c2ccc(S(=O)(=O)N3CCCC3)cc2)C2C=CS(=O)(=O)C2)cc1 (configuration not stated)
    7%	-1.3%	-0.1%	0%	3%	1.6%	4%	29%	13%

Some of the compounds tested, so the mix of outcomes need not match the whole.
